Bioassay records from PubChem BioAssay.
LYPLA1 inh – blocks human lysophospholipase 1, a PME1 counter-screen; O75608; recombinant LYPLA1, FP-Rh probe fluorescence polarization; inhibition, % at 5.9 µM; actives 0.16% (n = 320,000);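 active means inhibition above the mean of all tested compounds plus 3 SD, set per campaign, cut at about 14% in these data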;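 further: inhibitors block serine hydrolase probe labeling of LYPLA1 so polarization falls; 0% = enzyme with DMSO and 100% = wells lacking LYPLA1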
Target sequence (O75608 whole entry, looked up): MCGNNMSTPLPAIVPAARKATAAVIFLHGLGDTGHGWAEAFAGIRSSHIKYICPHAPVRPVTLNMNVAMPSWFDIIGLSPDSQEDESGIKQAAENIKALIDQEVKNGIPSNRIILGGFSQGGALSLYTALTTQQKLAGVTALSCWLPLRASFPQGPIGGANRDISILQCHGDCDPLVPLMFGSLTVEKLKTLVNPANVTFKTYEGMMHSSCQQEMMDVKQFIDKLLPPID
LYPLA2 inh – blocks human lysophospholipase 2, a PME1 counter-screen. O95372. recombinant LYPLA2, FP-Rh probe fluorescence polarization. inhibition, % at 5.9 µM. actives 0.38% (n = 320,000). AID 2177;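 active means inhibition above the screen-wide mean plus 3 SD, limit set per campaign, cut at about 26% in these data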;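 further: 0% = LYPLA2 with DMSO and 100% = wells lacking LYPLA2 enzyme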
Target sequence (O95372 whole entry, looked up): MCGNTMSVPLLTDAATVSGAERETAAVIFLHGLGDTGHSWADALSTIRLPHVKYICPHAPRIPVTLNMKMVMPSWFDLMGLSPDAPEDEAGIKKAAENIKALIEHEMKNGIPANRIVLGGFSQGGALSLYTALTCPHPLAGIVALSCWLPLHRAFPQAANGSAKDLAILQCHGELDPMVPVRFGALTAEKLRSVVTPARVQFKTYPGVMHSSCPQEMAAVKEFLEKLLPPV
PAFAH1B3 FP inh – inhibitors of human PAFAH1B3 | Q15102 | AID 492972 | actives 0.28% (n = 340,000) | recombinant PAFAH1B3, FP-rhodamine probe, fluorescence polarization | inhibition, % at 3.39 µM;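 active means inhibition above the screen-wide average of all tested compounds plus 3 SD, cut at about 25% in these data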;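 further: 0% = enzyme with DMSO only and 100% = wells lacking PAFAH1B3 protein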
PAD4 inh – blocks human protein arginine deiminase 4; inhibition, % at 6.36 µM; recombinant PAD4, RCA probe fluorescence polarization; Q9UM07; actives 0.41% (n = 330,000);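 active means percent inhibition above a cutoff equal to the mean of all tested compounds plus 3 SD, cut at about 15% in these data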;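 further: 0% = PAD4 with RCA probe and DMSO and 100% = probe without PAD4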
PREPL inh – inhibitors of human prolyl oligopeptidase-like enzyme PREPL | Q4J6C6 | recombinant PREPL, fluorescence polarization activity-based probe | inhibition, % at 5.96 µM | actives 0.68% (n = 320,000); in the data active means inhibition above about 43%;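 further: 0% = enzyme with DMSO and 100% = wells lacking enzyme; many of its hits are not listed in these tables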
GSTO1 counter – counter-screen for RBBP9 inhibitors: inhibitors of human GSTO1. P78417. recombinant GSTO1, activity-based probe fluorescence polarization. actives 1.1% (n = 300,000). inhibition, % at 5.96 µM;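 active means inhibition above the campaign mean inhibition plus 3 SD, cut at about 35% in these data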;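 further: 0% = GSTO1-1 with DMSO and 100% = wells lacking GSTO1-1 enzyme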
Target sequence (P78417 whole entry, looked up): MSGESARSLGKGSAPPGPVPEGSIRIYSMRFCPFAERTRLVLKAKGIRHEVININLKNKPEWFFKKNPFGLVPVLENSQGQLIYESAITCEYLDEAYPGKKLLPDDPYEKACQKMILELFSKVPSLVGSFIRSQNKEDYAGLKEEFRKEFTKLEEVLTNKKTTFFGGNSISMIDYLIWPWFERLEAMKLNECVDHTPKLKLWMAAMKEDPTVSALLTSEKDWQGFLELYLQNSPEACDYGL
PAFAH2 FP inh – inhibitors of human PAFAH2; actives 0.99% (n = 340,000); recombinant PAFAH2, FP-rhodamine activity probe, fluorescence polarization; Q99487; inhibition, % at 3.39 µM;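 active means inhibition above the mean over all tested compounds plus 3 SD, cut at about 30% in these data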;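 further: inhibitors block probe labeling of enzyme so polarization drops; 0% = enzyme with DMSO and 100% = wells lacking PAFAH2 protein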
PAFAH1B2 inh – PAFAH1B2 (human) inhibition; P68402; recombinant PAFAH1B2, FP-rhodamine activity probe, fluorescence polarization; inhibition, % at 3.39 µM; actives 1.2% (n = 340,000);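 active means inhibition above the mean of all tested compounds plus 3 SD, cut at about 24% in these data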;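 further: 0% = enzyme with DMSO and 100% = wells lacking PAFAH1B2; many of its hits are not listed in these tables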
Target sequence (P68402 whole entry, looked up): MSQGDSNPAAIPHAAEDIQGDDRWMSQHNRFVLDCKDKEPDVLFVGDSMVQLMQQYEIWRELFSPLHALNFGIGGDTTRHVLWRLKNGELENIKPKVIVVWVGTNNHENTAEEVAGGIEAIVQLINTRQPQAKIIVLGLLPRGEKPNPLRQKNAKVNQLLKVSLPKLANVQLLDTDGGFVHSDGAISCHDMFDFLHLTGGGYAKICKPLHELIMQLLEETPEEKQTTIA
pPAFAH FP inh – pPAFAH (human) enzyme inhibition; recombinant pPAFAH, FP-rhodamine probe fluorescence polarization; inhibition, % at 3.39 µM; actives 1.5% (n = 330,000); Q13093;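 active means inhibition above the mean inhibition across the screen plus 3 SD, cut at about 25% in these data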;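 further: inhibitors block binding of the rhodamine activity-based probe so polarization drops; 0% = enzyme with DMSO and 100% = wells lacking pPAFAH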
The depositor's hits bear a star; / = no result given. Some of the compounds tested, so the mix of outcomes need not match the whole.

SMILES	LYPLA1 inh	LYPLA2 inh	PAFAH1B3 FP inh	PAD4 inh	PREPL inh	GSTO1 counter	PAFAH2 FP inh	PAFAH1B2 inh	pPAFAH FP inh
CC(=O)NC(CC(=O)Nc1cccc(S(=O)(=O)N2CCCC2)c1)c1ccccc1 (configuration not stated)	-2	0	1	5	-1	0	2	4	3
Cc1nn(Cc2ccccc2Cl)c(C)c1NC(=O)Cn1nc([N+](=O)[O-])c(Cl)c1C	-5	-2	-2	-7	3	0	-2	1	-1
Cc1ccc(C(=O)N2CCCC(C(=O)c3ccc(Cl)cc3C)C2)cn1 (configuration not stated)	-2	2	14	4	10	4	2	9	1
Cc1nn(C)c(C)c1NC(=O)c1cc2nc(-c3ccco3)cc(C(F)(F)F)n2n1	2	3	1	-2	2	6	9	8	1
c1ccc(Cc2c[nH]c3ccccc23)cc1	0	3	0	-6	-3	3	-3	15	-5
CCOC(=O)c1cnc2c(OC)cccc2c1NCc1cccnc1	-5	-1	7	-3	-6	-3	-5	-3	-4
S=C(Nc1cccnc1)Nc1cccc2cnccc12	3	5	2	-6	12	16	3	-2	8
CC1=C(C(=O)Nc2ccccc2Cl)C(c2ccc(N(C)C)cc2)NC(=O)N1 (configuration not stated)	0	-4	-1	0	35	10	-4	-4	4
O=C(NCc1ccc(Cl)cc1)C1CCN(C(=O)Cc2ccccc2)CC1	-2	12	1	5	12	3	-1	9	2
COn1c2c(c3c4nonc4ccc31)CCCC2	-4	0	13	-6	8	9	9	3	4
N=Nc1c(O)n(CC(=O)Nc2ccccc2)c2ccccc12	2	9	7	-6	-1	-3	-2	1	-2
Clc1ccc(-c2nnc(-c3ccc(Br)cc3)c(N3CCSCC3)n2)cc1	-2	-9	4	-4	-4	9	-10	2	0
Cc1nn(-c2ccccc2)c(Cl)c1/C=C/C(=O)c1ccc(O)cc1	-5	-6	-8	-1	6	-15	-2	0	6
CC(CC(C)C(=O)N1CCOCCN(C(=O)C(C)CC(C)C(=O)O)CCOCC1)C(=O)O (configuration not stated)	5	7	3	5	0	1	-6	10	11
O=C(Cc1ccccc1[N+](=O)[O-])NNC(=O)c1cccs1	0	0	1	-3	17	/	6	-5	-1
O=C(CSc1nccn1Cc1ccco1)Nc1ccccc1	0	3	0	-2	-2	-5	-5	-1	9
CC(=O)NS(=O)(=O)c1ccc(N2C(=O)c3ccccc3C2=O)cc1	-3	-5	4	-3	3	2	0	1	1
O=[N+]([O-])c1ncc(Br)cc1Nc1ccccc1	3	4	9	3	7	13	3	6	1
COc1cccc(OCc2nc3ncc(Br)cc3[nH]2)c1	-3	-2	5	-3	2	7	3	4	-2
Cc1cccc(C(=O)Nc2cccc(C(=O)N/N=C/c3ccc4c(c3)OCO4)c2)c1	-5	-6	0	-4	-2	-17	-3	4	0
CCOc1ccc(S(=O)(=O)N(C)CC(=O)N2CCCC2)cc1	-1	0	2	0	-5	7	-7	6	4
O=C(C[C@H]1C[C@H](C(=O)N2CCCCC2)[C@@]2(CCc3ccccc3)c3[nH]c4cc(-c5ccco5)ccc4c3CCN2C1=O)NCc1cccc(C(F)(F)F)c1	/	/	2	3	/	/	-12	-2	4
C#CCn1ccc(O)c(Cc2ccccc2)c1=O	-2	1	9	2	3	4	-9	7	4
CSc1ccc(/C=N/NC(=O)c2ccc(O)cc2)cc1	0	-4	2	2	4	-1	-21	-5	3
CN(C)c1ccc(/C=N/n2c(-c3ccccc3Br)n[nH]c2=S)cc1	4	1	3	0	8	4	0	5	16
CCc1noc(C)c1C(=O)N1CCSC1=Nc1cccc(Cl)c1C	-2	5	1	4	-5	1	-2	2	1
Cc1ccc(-n2nnnc2SCC(=O)Nc2ccc3c(c2)OCCO3)cc1C	-7	-6	2	-7	4	6	2	1	6
CCn1c(SCC(=O)NCc2ccc(F)cc2)nc2c(c1=O)SC(C)C2 (configuration not stated)	4	-2	3	-6	5	5	2	0	0
O=C(NNc1ccccn1)C(=O)NNS(=O)(=O)c1ccc(Cl)cc1	-1	-1	5	-2	4	5	-1	15	5
CN(Cc1ccccc1)C(=O)c1ccccc1-c1ccccc1	2	4	7	-4	-4	8	-6	6	0
CC(=O)Nc1ccc(S(=O)(=O)NCC(=O)NNC(=O)c2csc(N3CCOCC3)n2)cc1	2	5	11	6	13	1	0	4	4
CSc1nnc2n(Cc3ccccc3)c(=O)c3c4c(sc3n12)COC(C(C)C)C4 (configuration not stated)	-3	2	/	-2	-11	7	/	/	-1
O=C(NC1CCCCC1)C(c1ccc(F)cc1)N(Cc1ccc2c(c1)OCO2)C(=O)c1cnsn1 (configuration not stated)	-1	7	6	-4	1	-1	0	1	0
O=S(=O)(N/N=C/c1ccccc1OCc1ccc(Cl)cc1)c1ccccc1	-8	-6	2	-1	13	-2	-7	2	15
CC12CCC(C(=O)NCc3ccccn3)(OC1=O)C2(C)C (configuration not stated)	0	0	4	-1	4	-6	10	-1	10
Cc1ccc(C(=O)NC(=S)Nc2ccccc2C(F)(F)F)cc1	-6	-12	1	0	-9	-7	4	1	4
CCN(CC1CCCN(CCc2cccc(OC)c2)C1)C(=O)C=C(C)C (configuration not stated)	1	11	7	1	3	5	-8	3	4
O=C(c1cccc(Cl)c1)C1CCCN(S(=O)(=O)c2ccccc2)C1 (configuration not stated)	-1	4	0	3	-20	1	-2	5	3
Cc1cccc(OCC(=O)NCCCNC(=O)c2ccco2)c1	-2	-2	5	-3	3	8	13	-3	3
Oc1cccc(/C=N/NC(=S)NCCN2CCOCC2)c1O	1	-4	17	-4	28	88*	-1	7	41*
Cc1ccc(C(=O)c2cn[nH]c2-c2cc(Cl)ccc2O)cc1	-3	3	6	6	2	-3	5	8	0
O=C(NCCCN1CCOCC1)c1ccc(/C=C2\Oc3ccccc3N(Cc3ccccc3F)C2=O)cc1	-11	-9	-4	-5	-77	-22	-11	-4	3
CCOC(=O)Cc1[nH]nc2c1C(Cc1ccccc1)C(C#N)=C(N)O2 (configuration not stated)	0	2	3	6	18	-6	0	8	3
O=C(Nc1ccc(Cl)cc1F)C1CC1c1ccccc1 (configuration not stated)	-1	2	7	0	4	-5	8	5	-1
CN1CCN(NC(=O)CN2C(=O)/C(=C/c3ccccc3Cl)SC2=S)CC1	-7	-23	-4	-30	3	-12	11	1	-2
N#Cc1ccc(CN2CCN(C(=O)CC(NC(=O)c3ccccc3)c3ccccc3)CC2)cc1 (configuration not stated)	-2	1	2	-4	-8	2	3	16	3
COc1ccc(C2C(C(=O)c3ccco3)=C(O)C(=O)N2Cc2cccnc2)cc1OC (configuration not stated)	4	5	2	-4	6	4	7	-1	3
COc1cccc(NC(=O)CN2C(=O)c3cccnc3Oc3ccc(Cl)cc32)c1	-7	-10	-3	-1	7	-1	-4	3	-2

Two compounds from above with just LYPLA1 inh, LYPLA2 inh and PAD4 inh.
Compound	LYPLA1 inh	LYPLA2 inh	PAD4 inh
CC1=C(C(=O)Nc2ccccc2Cl)C(c2ccc(N(C)C)cc2)NC(=O)N1 (configuration not stated)	0	-4	0
O=C(Cc1ccccc1[N+](=O)[O-])NNC(=O)c1cccs1	0	0	-3

Part of the list above in order of number of heavy atoms, high to low.
SMILES	LYPLA1 inh	LYPLA2 inh	PAFAH1B3 FP inh	PAD4 inh	PREPL inh	GSTO1 counter	PAFAH2 FP inh	PAFAH1B2 inh	pPAFAH FP inh
O=C(NCCCN1CCOCC1)c1ccc(/C=C2\Oc3ccccc3N(Cc3ccccc3F)C2=O)cc1	-11	-9	-4	-5	-77	-22	-11	-4	3
O=C(NC1CCCCC1)C(c1ccc(F)cc1)N(Cc1ccc2c(c1)OCO2)C(=O)c1cnsn1 (configuration not stated)	-1	7	6	-4	1	-1	0	1	0
N#Cc1ccc(CN2CCN(C(=O)CC(NC(=O)c3ccccc3)c3ccccc3)CC2)cc1 (configuration not stated)	-2	1	2	-4	-8	2	3	16	3
CC(=O)Nc1ccc(S(=O)(=O)NCC(=O)NNC(=O)c2csc(N3CCOCC3)n2)cc1	2	5	11	6	13	1	0	4	4
COc1ccc(C2C(C(=O)c3ccco3)=C(O)C(=O)N2Cc2cccnc2)cc1OC (configuration not stated)	4	5	2	-4	6	4	7	-1	3
COc1cccc(NC(=O)CN2C(=O)c3cccnc3Oc3ccc(Cl)cc32)c1	-7	-10	-3	-1	7	-1	-4	3	-2
O=S(=O)(N/N=C/c1ccccc1OCc1ccc(Cl)cc1)c1ccccc1	-8	-6	2	-1	13	-2	-7	2	15
CN1CCN(NC(=O)CN2C(=O)/C(=C/c3ccccc3Cl)SC2=S)CC1	-7	-23	-4	-30	3	-12	11	1	-2
CCOC(=O)Cc1[nH]nc2c1C(Cc1ccccc1)C(C#N)=C(N)O2 (configuration not stated)	0	2	3	6	18	-6	0	8	3
O=C(c1cccc(Cl)c1)C1CCCN(S(=O)(=O)c2ccccc2)C1 (configuration not stated)	-1	4	0	3	-20	1	-2	5	3
Cc1ccc(C(=O)NC(=S)Nc2ccccc2C(F)(F)F)cc1	-6	-12	1	0	-9	-7	4	1	4
Oc1cccc(/C=N/NC(=S)NCCN2CCOCC2)c1O	1	-4	17	-4	28	88*	-1	7	41*
CC12CCC(C(=O)NCc3ccccn3)(OC1=O)C2(C)C (configuration not stated)	0	0	4	-1	4	-6	10	-1	10
O=C(Nc1ccc(Cl)cc1F)C1CC1c1ccccc1 (configuration not stated)	-1	2	7	0	4	-5	8	5	-1

(cont.)
SMILES	LYPLA1 inh	LYPLA2 inh	PAFAH1B3 FP inh	PAD4 inh	PREPL inh	GSTO1 counter	PAFAH2 FP inh	PAFAH1B2 inh	pPAFAH FP inh
Cc1ccc(NC(=O)CCNC(=O)c2ccc(Br)cc2)nc1	-1	3	-1	-1	-14	6	-7	-1	-1
Cc1cc(NC(=O)c2ccc3nc(-c4ccccc4)c(-c4ccccc4)nc3c2)no1	1	-1	7	8	9	1	-21	-1	-1
COCc1nnc(NC(=O)CSc2ccc(C)cc2)s1	-2	4	5	-1	6	-7	0	-15	0
COc1cccc(CN(C(=O)c2ccccc2Cl)C2CCS(=O)(=O)C2)c1 (configuration not stated)	3	4	11	3	-2	-2	4	4	-2
Cc1sc2c(c1C)c(=O)n(-c1cccc(C(F)(F)F)c1)c(=O)n2CC(=O)NCc1ccco1	-6	-10	-18	-8	-5	-13	-18	-5	-8
N#Cc1c(N)nc2c(c1-c1ccncc1)CCCCC2	3	-1	11	4	7	-2	-11	-1	7
NC(=O)c1ccc(NC(=O)COC(=O)c2ccc(Cl)nc2)cc1	-1	-4	8	1	2	/	-1	4	-3
N#Cc1sc2nc(-c3cccs3)cc(-c3ccc(F)cc3)c2c1N	-7	0	4	4	14	-2	1	-3	9
Cc1cccc(NC(=O)C(C)SCc2nc3sc(C)c(C)c3c(=O)[nH]2)n1 (configuration not stated)	4	7	6	0	-6	1	-2	-1	9
CCCc1c(C(=O)Nc2ccc(N3CCOCC3)cc2)cnn1-c1ccccc1	1	7	-1	5	21	-2	4	-5	1
COc1ccc(CCn2c(NN=C3CCCC3)nc3c2c(=O)[nH]c(=O)n3C)cc1	-2	5	2	-10	14	31	7	10	7
CCOc1ccc(CCNC(=O)COC(=O)Cn2cnc3c2c(=O)n(C)c(=O)n3C)cc1OCC	-3	-7	3	-3	11	-7	-1	9	4
O=C(O)/C=C/c1ccc(OCc2cccc(F)c2)cc1	-1	2	0	-6	-3	0	-11	15	20
COc1ccc(CC(=O)NNC2=Nc3cccc4cccc2c34)cc1OC	0	5	16	3	4	7	0	2	7
Nc1ncc2c(n1)CCN(c1ccc([N+](=O)[O-])cc1)C2	1	2	3	-1	2	3	5	0	2
